Y pestis TopoI: Yersinia pestis topoisomerase I inhibitors, primary screen, biochemical, cleavage product accumulation, plate reader, single point; DNA topoisomerase I (Yersinia pestis CO92); Y. pestis Topo-I cleavage product accumulation; activity, % at 10 µM; hit rate 0.064% among 360,000; in the data active = activity above about 50%, passing the limit was not always enough; note: inactives centre near 2
MazF activator: activators of E. coli MazEF toxin-antitoxin RNase, primary screen, biochemical, fluorescence, uHTS; FAM/BHQ RNA-DNA oligo cleavage fluorescence, 5 h; activation, % at 20 µM; hit rate 0.32% among 350,000; AID 504720, 2011; in the data active = activation above about 50%
PrPC surface inh: inhibitors of human cell surface prion protein PrPC, primary screen, cell-based, TR-FRET; AID 720596, 2013; Major prion protein (Homo sapiens), P04156; TR-FRET read-out; hit rate 0.43% among 370,000; inhibition, % at 13.8 µM; in the data active = inhibition above about 24%; note: 0% = median of the test wells and 100% = reference compound wells
SARS 3CLpro inh: SARS-CoV 3CLpro protease inhibitors, primary screen, biochemical, quenched FRET. Replicase polyprotein 1ab (Severe acute respiratory syndrome coronavirus), P0C6X7. recombinant SARS-CoV 3CLpro, quenched FRET peptide cleavage. inhibition, % at 6 µM. hit rate 0.14% among 290,000. AID 1706, 2009; in the data active = inhibition above about 12%
DUSP3 inh: VHR1 phosphatase inhibitors, primary screen, biochemical, absorbance, uHTS; Dual specificity protein phosphatase 3 (Homo sapiens), P51452; inhibition, % at 13.3 µM; hit rate 0.52% among 290,000; recombinant VHR phosphatase, pNPP absorbance; in the data active = inhibition above about 50%; note: some compounds called inactive have numbers as strong as hits
CCHF vOTU inh: CCHFV vOTU protease inhibitors, primary screen, biochemical, Pep-AMC substrate, fluorescence | AID 651958, 2012 | inhibition, % at 11.5 µM | hit rate 0.55% among 370,000; in the data active = inhibition above about 30%; note: 0% = vehicle wells with enzyme and 100% = no enzyme wells
BH1578 lux ind: inducers of Vibrio cholerae quorum light production without autoinducers, primary screen, BH1578 luxS cqsA deficient, single point. hit rate 0.16% among 350,000. V. cholerae BH1578 lux reporter, luminescence, 6 h. activation, % at 18.7 µM; in the data active = activation mostly above about 9.7%, no sharp cut-off; note: not every result past the cut was called active; inactives centre near 0; reference of the scale not given here
Rv3671c protease: Rv3671c serine protease inhibitors, primary screen, biochemical, fluorescence polarization, M. tuberculosis H37Rv. P9WHR9. inhibition, % at 5.96 µM. hit rate 0.048% among 320,000. AID 2606, 2010; in the data active = inhibition above about 38%;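 note: extracellular domain of Rv3671c used as enzyme; 0% = enzyme with DMSO and 100% = no enzyme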
TcdB inh: TcdB glycohydrolase inhibitors, primary screen, biochemical, single point, plate reader | TcdB glycohydrolase enzymatic assay | inhibition, % at 9.99 µM | hit rate 0.24% among 350,000 | AID 652162, 2013; in the data active = inhibition above about 10%
PriA SSB inh: inhibitors of Klebsiella pneumoniae PriA binding to SSB C-terminal tail, primary screen, biochemical, AlphaScreen. PriA–SSB C-terminal tail interaction (Klebsiella pneumoniae). hit rate 0.6% among 430,000. AlphaScreen SSBct-PriA binding, biotinylated peptide. inhibition, % at 33 µM. AID 1272365, 2023; in the data active = inhibition mostly above about 37%, no sharp cut-off; inactive = mostly below about 20%;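 note: plate controls were negative control peptide for no effect and reference peptide for full effect; strong numbers were not always called active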
* hit, by the source's call. These rows are one share of the data; rates above refer to the full screens.

COC(=O)c1[nH]c(C)c(/C(O)=C2\C(=O)C(=O)N(CCN3CCOCC3)C2c2ccccc2OC)c1C (configuration not stated) was read as Y pestis TopoI -4.9, MazF activator 2.4, PrPC surface inh 2.0, SARS 3CLpro inh 1.7, DUSP3 inh 31.6, CCHF vOTU inh -0.6, BH1578 lux ind -0.3 and Rv3671c protease -4.3.
Screening Cc1ccc(CC(=O)Nc2ccc(S(=O)(=O)Nc3ncccn3)cc2)cc1 returned Y pestis TopoI -0.5, MazF activator 11.7, PrPC surface inh 6.4, SARS 3CLpro inh -1.4, DUSP3 inh 27.2, CCHF vOTU inh 12.0, BH1578 lux ind 0.7, Rv3671c protease 4.8, TcdB inh 0.5 and PriA SSB inh -5.3.
For Cc1cc(C)cc(Nc2c(F)c(F)c(F)c(F)c2C(=O)O)c1 the results were Y pestis TopoI -3.9, MazF activator -0.9, PrPC surface inh 4.6, SARS 3CLpro inh 4.8, DUSP3 inh 31.5, CCHF vOTU inh -0.3, BH1578 lux ind -0.3, Rv3671c protease -1.2, TcdB inh 0.9 and PriA SSB inh -1.8.
COc1ccc(CNC(=O)c2ccc(-c3cnn(C)c3)c3ccoc23)cc1OC was read as Y pestis TopoI 22.7, PrPC surface inh 14.4, CCHF vOTU inh 3.7, BH1578 lux ind -0.5 and TcdB inh -8.9.
Screening COC(=O)C1=C(c2ccc(OC(F)(F)F)cc2)C[C@@H]2CC[C@H]1N2C(=O)NC1Cc2ccccc2C1 returned Y pestis TopoI 29.6, MazF activator 2.1, PrPC surface inh -4.5, CCHF vOTU inh 16.1, BH1578 lux ind inactive, Rv3671c protease -6.4, TcdB inh 0.7 and PriA SSB inh 0.9.
CCOC(=O)c1sc2nc(C)nc(NCCc3ccccn3)c2c1C was read as Y pestis TopoI -5.9, MazF activator 3.9, PrPC surface inh 5.8, SARS 3CLpro inh -1.7, DUSP3 inh 11.1, CCHF vOTU inh -29.4, BH1578 lux ind inactive, Rv3671c protease -2.0, TcdB inh 0.9 and PriA SSB inh -12.5.
Screening COc1ccc(CCNC(=O)C2CCN(C(=O)c3ccc(Cl)cc3)CC2)cc1OC returned Y pestis TopoI 5.5, MazF activator 11.4, PrPC surface inh -4.9, SARS 3CLpro inh -0.5, DUSP3 inh 3.6, CCHF vOTU inh -4.9, BH1578 lux ind -1.8, Rv3671c protease 8.1, TcdB inh 0.4 and PriA SSB inh -9.2.
Screening CCN1CCN(c2nc3c(c(=O)[nH]c(=O)n3C)n2CCSc2nc3ccccc3s2)CC1 returned Y pestis TopoI 17.4, MazF activator 10.9, PrPC surface inh -4.3, SARS 3CLpro inh -0.8, DUSP3 inh -3.7, CCHF vOTU inh 3.8, BH1578 lux ind -1.3, Rv3671c protease 4.2, TcdB inh -0.1 and PriA SSB inh -5.7.
Screening C=CC[C@@H](CC(=O)N(CCO)Cc1ccccc1)C(=O)NCCOC(=O)[C@H](CC=C)CC(=O)OC(C)(C)C returned Y pestis TopoI 25.0, MazF activator -0.8, PrPC surface inh 6.7, CCHF vOTU inh 2.5, BH1578 lux ind inactive, Rv3671c protease 1.5, TcdB inh 0.4 and PriA SSB inh 2.1.
`CC(C)NCC(O)COc1ccc2c(c1)CCC2` (configuration not stated) gave Y pestis TopoI 5.8, MazF activator 0.5, PrPC surface inh 1.0, SARS 3CLpro inh -0.8, DUSP3 inh 2.6, CCHF vOTU inh -2.2, BH1578 lux ind inactive, Rv3671c protease -3.1 and PriA SSB inh -3.2.
`NC(Cc1c[nH]c2ccccc12)C(=O)Nc1ccccc1` (configuration not stated) gave Y pestis TopoI 0.2, MazF activator -0.8, PrPC surface inh -3.3, CCHF vOTU inh -3.4, BH1578 lux ind -0.3, Rv3671c protease 2.8, TcdB inh 1.0 and PriA SSB inh -0.1.
CCOc1ccc(S(=O)(=O)N(CC(=O)N/N=C/c2ccc(-c3ccc([N+](=O)[O-])cc3)o2)c2ccccc2)cc1 was read as Y pestis TopoI -4.9, MazF activator 1.0, PrPC surface inh -2.6, SARS 3CLpro inh 3.8, DUSP3 inh 0.8, CCHF vOTU inh 10.6, BH1578 lux ind 0.7 and Rv3671c protease -16.5.
`COC(=O)c1cc(NC(=O)CN2CCC(C(N)=O)(N3CCCCC3)CC2)cc(C(=O)OC)c1` gave Y pestis TopoI -7.8, MazF activator 3.1, PrPC surface inh 2.7, SARS 3CLpro inh 6.9, DUSP3 inh 1.8, CCHF vOTU inh 6.2, BH1578 lux ind inactive, Rv3671c protease -6.8, TcdB inh -0.9 and PriA SSB inh 1.6.
`CC1CN(Cc2cc(=O)oc3cc(O)c(Cl)cc23)CC(C)O1` (configuration not stated) gave Y pestis TopoI 3.0, MazF activator 3.0, PrPC surface inh 4.0, SARS 3CLpro inh 0.8, DUSP3 inh -6.5, CCHF vOTU inh -366.9, BH1578 lux ind -0.3, Rv3671c protease 0.5, TcdB inh 0.1 and PriA SSB inh -18.6.
`CCCn1nc(NC(=O)CC)c2cc3cccc(C)c3nc21` gave Y pestis TopoI 13.0, MazF activator 5.1, PrPC surface inh 4.7, SARS 3CLpro inh -0.9, DUSP3 inh 7.2, CCHF vOTU inh -7.8, BH1578 lux ind -0.5, Rv3671c protease -3.7, TcdB inh 0.5 and PriA SSB inh -10.1.
For COC(=O)C1=C(C)Nc2nc3ccccc3n2C1c1ccccc1F (configuration not stated) the results were Y pestis TopoI 0.3, MazF activator 2.3, PrPC surface inh -1.9, SARS 3CLpro inh -2.7, DUSP3 inh 15.5, CCHF vOTU inh 2.1, BH1578 lux ind -0.4, Rv3671c protease -0.8, TcdB inh 0.2 and PriA SSB inh -10.7.
Screening CSc1ccc(CN(C)C(=O)c2ccc(S(=O)(=O)Nc3ccccc3)cc2)cc1 returned Y pestis TopoI 0.6, MazF activator -0.6, PrPC surface inh 6.5, CCHF vOTU inh 3.9, BH1578 lux ind -1.2, Rv3671c protease -0.5, TcdB inh 0.7 and PriA SSB inh 11.2.
For CC1(C)Cc2c(sc3c2c(=N)n(Cc2ccco2)c(=O)n3Cc2ccc(F)cc2)CO1 the results were Y pestis TopoI 26.4, MazF activator -3.3, PrPC surface inh 10.1, SARS 3CLpro inh 0.1, DUSP3 inh 18.7, CCHF vOTU inh 11.5, BH1578 lux ind inactive, Rv3671c protease -8.7 and PriA SSB inh 9.4.
CCCOc1ccc(/C=N/Nc2ccccc2[N+](=O)[O-])c(O)c1 was read as Y pestis TopoI -13.1, MazF activator 6.0, PrPC surface inh 1.7, SARS 3CLpro inh 0.4, DUSP3 inh 4.6, CCHF vOTU inh -0.1, BH1578 lux ind -0.3, Rv3671c protease 8.4 and TcdB inh 0.8.
COc1ccc(Nc2ncnc3sc(-c4ccccc4)cc23)c(OC)c1 was read as Y pestis TopoI 22.1, MazF activator -16.3, PrPC surface inh 2.0, SARS 3CLpro inh -1.5, DUSP3 inh 13.6, CCHF vOTU inh -13.7, BH1578 lux ind -0.5, Rv3671c protease 6.1, TcdB inh -0.5 and PriA SSB inh -3.2.
COc1ccc(CNCCC(c2ccc(OC)cc2)c2ccccc2OC)cc1 (configuration not stated) was read as Y pestis TopoI 8.9, MazF activator 9.6, PrPC surface inh -13.6, SARS 3CLpro inh 1.3, DUSP3 inh -5.7, CCHF vOTU inh -1.7, BH1578 lux ind inactive, Rv3671c protease -1.4, TcdB inh -0.2 and PriA SSB inh 10.8.
`C[C@H](NC(=O)[C@@H]1CCC(=O)N1Cc1ccco1)c1ccccc1` gave Y pestis TopoI -5.3, MazF activator -28.2, PrPC surface inh 7.3, SARS 3CLpro inh -0.1, DUSP3 inh 10.3, CCHF vOTU inh -14.6, BH1578 lux ind 0.0, Rv3671c protease -0.3, TcdB inh 0.0 and PriA SSB inh 8.2.
Screening Cc1ccc(C)c(S(=O)(=O)c2c(C)cc(C)nc2Cl)c1 returned Y pestis TopoI 9.2, MazF activator 4.1, PrPC surface inh -3.9, SARS 3CLpro inh 2.5, DUSP3 inh 19.7, CCHF vOTU inh -12.2, BH1578 lux ind -0.9, Rv3671c protease 1.8, TcdB inh 3.0 and PriA SSB inh -6.2.
For CC(=O)Nc1cccc(C(=O)Nc2nc(C)cs2)c1 the results were Y pestis TopoI -7.5, MazF activator -6.2, PrPC surface inh 2.9, SARS 3CLpro inh 2.5, DUSP3 inh 9.3, CCHF vOTU inh 7.3, BH1578 lux ind inactive, Rv3671c protease -2.5, TcdB inh -0.1 and PriA SSB inh 5.3.
`Oc1ccc(C[C@H]2CNC(=S)N2CCc2cc(C(F)(F)F)cc(C(F)(F)F)c2)cc1` gave Y pestis TopoI -1.9, MazF activator 7.1, PrPC surface inh 2.4, SARS 3CLpro inh 0.4, DUSP3 inh -4.1, CCHF vOTU inh 22.2, BH1578 lux ind inactive, Rv3671c protease -7.2, TcdB inh 0.8 and PriA SSB inh -7.6.
CCN1CCC(n2nccc2NC(=O)c2ccccc2Cl)CC1 was read as Y pestis TopoI 1.4, MazF activator -8.4, PrPC surface inh -2.2, SARS 3CLpro inh 2.6, DUSP3 inh 26.3, CCHF vOTU inh 2.1, BH1578 lux ind -1.6, Rv3671c protease -2.8, TcdB inh -2.3 and PriA SSB inh -4.2.
Screening Cc1[nH][nH]c(=O)c1C(c1ccc(-c2ccc(Cl)c(C(=O)O)c2)o1)c1c(C)[nH][nH]c1=O returned Y pestis TopoI -13.4, MazF activator 6.9, PrPC surface inh -6.9, SARS 3CLpro inh -2.9, DUSP3 inh 13.9, CCHF vOTU inh 24.1, BH1578 lux ind 0.0, TcdB inh -3.3 and PriA SSB inh -16.3.
Screening COCCCN1C(=O)C(=O)/C(=C(/O)c2ccc(S(=O)(=O)N3CCOCC3)cc2)C1c1ccc(OC)cc1 (configuration not stated) returned Y pestis TopoI -5.1, MazF activator 0.3, PrPC surface inh -7.0, SARS 3CLpro inh 0.1, DUSP3 inh -12.9, CCHF vOTU inh 4.0, BH1578 lux ind -2.7, Rv3671c protease -3.4 and TcdB inh 0.6.
Screening COCC(C)n1c(SCC(=O)Nc2cccnc2Cl)nc2ccccc2c1=O (configuration not stated) returned Y pestis TopoI -12.2, MazF activator 5.3, PrPC surface inh 7.2, CCHF vOTU inh -14.7, BH1578 lux ind -9.1 and TcdB inh 0.9.
For COc1ccccc1CCNC(=O)c1c(C)nn(CC(C)C)c1Cl the results were Y pestis TopoI 15.8, MazF activator 1.2, PrPC surface inh -0.3, SARS 3CLpro inh -0.7, DUSP3 inh 5.0, CCHF vOTU inh 0.0, BH1578 lux ind -0.2, Rv3671c protease -5.4, TcdB inh 0.2 and PriA SSB inh -8.7.
`COc1cccc(-c2cc(C(=O)N/N=C/c3ccc(OC)c(COC(C)=O)c3)c3ccccc3n2)c1` gave Y pestis TopoI -6.2, MazF activator -2.5, PrPC surface inh -5.3, SARS 3CLpro inh 6.4, DUSP3 inh 22.8, CCHF vOTU inh 2.4, BH1578 lux ind 0.4 and Rv3671c protease -56.6.
Screening O=C(Cn1nc(C(F)(F)F)c2c1CCCC2)NCCN1CCOCC1 returned Y pestis TopoI 3.4, MazF activator 7.0, PrPC surface inh -2.5, SARS 3CLpro inh 2.2, DUSP3 inh -2.4, CCHF vOTU inh 1.9, BH1578 lux ind -0.4, Rv3671c protease 7.4 and PriA SSB inh 5.2.

Screening results: PubChem BioAssay, several laboratories
